High-throughput results: PubChem BioAssay, several laboratories
NOD1 inhibition: NOD1 signaling inhibitors, primary screen, cell-based, luminescence, uHTS (AID 1578). inhibition, % at 4 µM; hits with a dose series show EC50 in µM. NOD1-driven NF-kB luciferase reporter cells, luminescence; higher % means a stronger effect. hit rate 1% among 290,000; in the data active = inhibition mostly above about 36%, no sharp cut-off; inactive = mostly below about 34%;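 also: HEK-293T reporter cells stimulated with the NOD1 agonist gamma-tri-DAP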
GPR55 antagonists: GPR55 antagonists blocking LPI-driven arrestin recruitment, primary screen, imaging, U2OS, beta-arrestin-GFP, LPI agonist (AID 2013). U2OS GPR55 beta-arrestin-GFP translocation imaging, LPI antagonism; higher % means a stronger effect. one-dose inhibition, % at 10 µM; IC50 in µM for titrated hits. hit rate 0.13% among 290,000;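 active = spots per cell inhibited over 60%, with over 100 cells counted and total cytoplasm intensity under 500,000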;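 also: U2OS cells stably carrying GPR55 and arrestin-GFP stimulated by 5 µM LPI near EC80; imaged beta-arrestin-GFP aggregate spots per cell after agonist stimulation; plate controls were LPI-stimulated DMSO wells for no effect and DMSO wells without LPI for full effect; some results filed as inactive read as strong as hits; confirmed hits need IC50 under 10 µM and bright autofluorescent wells are also inconclusive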
K1F lysis inhibition: inhibition of K1F phage lysis, E. coli UTI89, bacterial capsule biogenesis inhibitors, alamar blue (AID 488966) | E. coli UTI89 K1F phage lysis, alamar blue, 2 h; higher % means a stronger effect | one-dose inhibition, % at 100 µM; IC50 in µM for titrated hits | hit rate 0.02% among 340,000;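 active = phage lysis inhibition, versus mean bacterial control, above a set limit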;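 also: capsule biogenesis inhibitors block K1F phage lysis so surviving cells raise fluorescence; higher fluorescence means more inhibition of phage lysis; actives were called in the ten point dose series up to 300 µM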
KOR beta-arrestin-1: kappa opioid receptor blockers – cell-based, luminescence, uHTS (AID 1778). KOR beta-arrestin recruitment, luminescence, antagonist mode; higher % means a stronger effect. one-dose inhibition, % at 10 µM; IC50 in µM for titrated hits. hit rate 0.091% among 290,000; in the data active = inhibition above about 50%; also: strong numbers were not always called active
NTR1 agonist: agonists of NTR1, primary screen, imaging, U2OS cells, beta-arrestin-GFP, high content (AID 493036) | P30989 | NTR1-U2OS beta-arrestin-GFP spot imaging, agonist mode | activation, % at 20 µM | hit rate 0.17% among 330,000;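 active = activation at or above 40% of the spot to cytoplasm intensity ratio, with at least 20 cells analyzed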;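 also: 0% = DMSO without peptide and 100% = 100 nM NTR1 peptide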
Target sequence (P30989 whole entry, looked up): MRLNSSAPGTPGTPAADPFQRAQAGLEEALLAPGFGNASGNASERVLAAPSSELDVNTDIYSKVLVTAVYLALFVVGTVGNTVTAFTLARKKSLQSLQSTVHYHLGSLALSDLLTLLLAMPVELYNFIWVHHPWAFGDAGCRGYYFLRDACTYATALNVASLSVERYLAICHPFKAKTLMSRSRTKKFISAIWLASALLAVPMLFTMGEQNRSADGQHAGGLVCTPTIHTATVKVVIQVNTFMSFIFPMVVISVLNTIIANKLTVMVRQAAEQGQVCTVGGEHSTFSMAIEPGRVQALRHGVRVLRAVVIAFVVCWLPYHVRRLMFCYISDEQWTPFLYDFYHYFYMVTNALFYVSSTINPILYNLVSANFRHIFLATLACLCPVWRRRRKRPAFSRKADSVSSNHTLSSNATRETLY
Rac1 GTP hydrolysis: MgcRacGAP GTPase-activating activity inhibitors, confirmation, biochemical, ADP Hunter fluorescence. MgcRacGAP-stimulated Rac1 GTP hydrolysis, ADP Hunter fluorescence; higher % means a stronger effect; GST-tagged Rac1 F28L mutant substrate. inhibition, % at 30 µM, or IC50 in µM where a hit was titrated. hit rate 0.6% among 340,000. AID 624330;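 active = first-screen hits whose inhibition reached a set limit at any dose in the follow-up dose series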;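 also: fluorescence reports GDP produced by GAP-driven GTP hydrolysis; strong numbers were not always called active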
KOR beta-arrestin-2: KOR agonists, beta-arrestin recruitment, primary screen, cell-based, luminescence, uHTS (AID 1777). one-dose activation, % at 10 µM; EC50 in µM for titrated hits. hit rate 0.02% among 280,000. KOR beta-arrestin recruitment, luminescence; higher % means a stronger effect; in the data active = activation above about 50%, passing the limit was not always enough; also: a part of the inactive calls stands beside numbers as strong as those of hits
GPR55 activation: selective activators of receptor GPR55 – imaging, U2OS cells, beta-arrestin-GFP redistribution, primary screen (AID 1961). hit rate 0.048% among 290,000. activation, % at 10 µM, or EC50 in µM where a hit was titrated. U2OS GPR55 beta-arrestin-GFP redistribution imaging; higher % means a stronger effect;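 active = activation above 40% with more than 50 cells counted in the well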;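 also: U2OS osteosarcoma cells stably expressing GPR55 and beta-arrestin-GFP; plate controls were DMSO negative control for no effect and LPI positive control for full effect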
GPR35 arrestin U2OS: GPR35 antagonists blocking zaprinast-driven arrestin recruitment, primary screen, imaging, U2OS, beta-arrestin-GFP, zaprinast agonist (AID 2058); U2OS GPR35 beta-arrestin-GFP translocation imaging, zaprinast antagonism; higher % means a stronger effect; inhibition, % at 10 µM, or IC50 in µM where a hit was titrated; hit rate 0.052% among 290,000;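 active = inhibition of at least 50% with at least 30 cells and total cytoplasm GFP at most 10,000,000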
NTR1 agonist cell count 20 µM: further read-out of NTR1 agonist, marked with its call; cell count; measured here: cell count, cytotoxicity flag
Active calls of the source: *; · = not tested or not shown; [ ] = remark or other dose. An excerpt; count on the stated rates, not on these rows.

SMILES	NOD1 inhibition	GPR55 antagonists	K1F lysis inhibition	KOR beta-arrestin-1	NTR1 agonist	NTR1 agonist cell count 20 µM	Rac1 GTP hydrolysis	KOR beta-arrestin-2	GPR55 activation	GPR35 arrestin U2OS
N#CC1CCN(c2ncccc2[N+](=O)[O-])CC1	2%	15%	·	-14%	-1.7	46	·	-1.5%	-0.4%	20%
COc1ccc(N(CCCN2C(=O)c3cccc4cccc(c34)C2=O)C(=O)c2cccs2)cc1	-18%	12%	-0.2%	9%	6.7	68	2%	5.7%	-0.1%	1%
COc1cc(C(=O)Nc2ccc(NC(=O)c3ccccc3Cl)nc2)cc(OC)c1OC	2%	-5%	-0.5%	29%	2.3	39	-10%	-4.2%	0.4%	-4%
CCN(CC)S(=O)(=O)c1ccc(Cl)c(NC(=O)COC(=O)c2cc(-c3ccccc3Cl)nc3ccccc23)c1	7%	-7%	1.8%	9%	0.4	57	5%	-1.2%	-0.3%	-12%
CCc1ccc(CN2CCCC(CNS(=O)(=O)c3ccc(OC)cc3)C2)cc1 (stereo not drawn)	-23%	5%	0.1%	12%	1.0	43	2%	-0.3%	0.1%	-3%
O=C(Cn1cccc1C(=O)c1ccccc1)NCc1ccc(Cl)cc1	-34%	7%	0.0%	6%	0.5	50	5%	-0.6%	0.4%	-7%
CCc1oc2ccccc2c1C(=O)CCN1CCCCC1	40%	10%	0.0%	-28%	1.6	80	1%	-6.1%	-0.3%	-26%
CCNc1oc(COc2ccccc2F)nc1C#N	-33%	-2%	-0.7%	-16%	-1.1	55	7%	4.2%	-0.1%	-9%
O=[N+]([O-])c1ccc(N2CCCCCC2)c([N+](=O)[O-])c1	-20%	-2%	2.7%	-10%	0.5	70	4%	-2.0%	-0.2%	-5%
Cc1nc2ccccc2c(=O)n1/N=C/c1ccccc1Cl	1%	-8%	0.0%	-16%	4.4	86	9%	-3.0%	0.0%	4%
Cc1cccc(NC(=O)Nc2ccccc2[N+](=O)[O-])n1	-20%	11%	-0.6%[50 µM]	-16%	0.2	67	10%	7.7%	-0.1%	9%
CC(=O)Nc1ccc(NC(=O)CSc2ccc(-c3sc(C)nc3C)nn2)cc1	-10%	11%	0.1%	-34%	0.0	58	8%	0.6%	0.7%	-3%
C=CCn1c(NCc2ccc3c(c2)OCO3)nc2ccccc21	-22%	-8%	0.7%	10%	0.5	55	7%	8.7%	-0.1%	-6%
Cc1ccc(-n2c(SCC(=O)Nc3cccc(S(N)(=O)=O)c3)nc3ccccc32)cc1	-1%	6%	3.0%	-25%	6.3	47	7%	1.0%	0.2%	2%
N#Cc1c(NCCO)nc(NCc2ccccc2)c2c1CCN(Cc1ccccc1)C2	-21%	8%	·	-18%	2.4	43	·	2.9%	0.3%	-5%
Cc1ccc(S(=O)(=O)NCC(=O)N(CC(=O)NC(C)(C)C)Cc2ccc3c(c2)OCO3)cc1	-21%	0%	0.3%	-21%	0.9	54	4%	0.5%	-0.4%	1%
CCOc1ccc(/C(O)=C2\C(=O)C(=O)N(c3ccc(OC)cc3)C2c2ccccc2[N+](=O)[O-])cc1 (stereo not drawn)	16%	-5%	·	-9%	5.5	57	·	2.7%	-0.1%	0%
N=c1n(CCN2CCOCC2)c2ccccc2n1CC(O)COc1ccccc1 (stereo not drawn)	-1%	4%	0.5%	·	-1.0	45	3%	·	0.7%	4%
CCOC(=O)c1ccc(S(=O)(=O)NC2CCCCCCC2)n1C	-28%	-17%	-0.2%	0%	0.8	56	11%	-0.7%	-0.1%	-5%
O=C(c1cc2cc(F)ccc2[nH]1)N1CCN(C(=O)c2ccco2)CC1	-2%	3%	0.2%	-6%	-1.1	50	8%	3.4%	-0.1%	21%
O=C(NCCCN1CCOCC1)c1sc2cc(Cl)ccc2c1Cl	-40%	2%	0.1%	-8%	3.3	46	3%	2.6%	-0.6%	4%
CNC(=O)NC(=O)C(C)OC(=O)c1cc2c(s1)CCCCC2 (stereo not drawn)	2%	1%	3.3%	11%	-1.8	59	1%	-2.5%	-0.1%	-9%
CCOc1ccc(NC(=O)[C@H](C)NC(=O)C2CC(=O)N(c3ccc(OC)cc3)C2)cc1 (stereo partly drawn)	-15%	0%	0.1%	-17%	0.9	59	-3%	-1.3%	0.0%	30%
COCC(C)n1c(SCC(=O)NNC(=O)c2ccc(F)cc2)nc2ccccc2c1=O (stereo not drawn)	-17%	4%	2.0%[50 µM]	9%	1.8	64	7%	-3.5%	-0.1%	-6%
COc1cc(C)nc(NS(=O)(=O)c2ccc(C)cc2)n1	-10%	4%	-0.1%	-50%	0.2	57	5%	-1.4%	-0.1%	-8%
Cc1cccc(-c2cc(C(=O)Nc3c(C)n(C)n(-c4ccccc4)c3=O)c3ccccc3n2)c1	43%	2%	0.1%	-22%	2.9	55	1%	7.5%	1.5%	5%
Cn1nc(C(=O)NCc2ccc(F)cc2)c2c1-c1ccccc1S(=O)(=O)C2	-12%	4%	0.2%	-3%	1.6	67	5%	-5.5%	-0.1%	2%
CCOc1ccc(N(CC(=O)NCC2CCCO2)C(=O)CCC(=O)Nc2nccs2)cc1 (stereo not drawn)	-32%	13%	0.9%	-10%	0.9	97	-4%	0.5%	0.4%	6%
COc1cccc(NC(=O)C2Cc3ccccc3CN2C(=O)c2ccco2)c1 (stereo not drawn)	21%	-15%	0.6%	-84%	3.1	66	5%	4.1%	-0.2%	-2%
Cc1ccc(S(=O)(=O)c2nc(-c3ccccc3)oc2SCC(=O)NCC2CCCO2)cc1 (stereo not drawn)	-13%	9%	0.5%	-27%	-1.8	42	10%	-1.4%	-0.1%	-13%
O=C(CNC(=O)c1cccc(OC(F)F)c1)OCC(=O)c1ccccc1	-16%	10%	0.5%	29%	1.8	53	6%	-5.1%	-0.4%	-13%
Cc1cc(C(=O)Nc2c(F)cc(F)cc2Br)cs1	-32%	-30%	0.3%	-24%	-0.6	68	3%	2.6%	0.0%	1%
COc1ccc2c(CC(=O)OCC(=O)Nc3cccc(S(N)(=O)=O)c3)coc2c1	8%	3%	-0.2%	·	0.2	55	5%	-0.5%	-0.1%	0%
CC(C)C[C@H](NC(=O)N1CCn2c1nc1ccccc12)C(=O)N[C@@H](Cc1ccccc1)C(=O)O	-16%	-2%	0.3%	·	-1.3	88	2%	·	-0.1%	5%
CC1CCCN(CCCNS(=O)(=O)c2ccc3c(c2)CCN3C(=O)C2CC2)C1 (stereo not drawn)	-20%	5%	0.5%	21%	1.1	67	13%	-5.3%	0.3%	-12%
COc1ccc(C(=O)Nc2cc3c(cc2Cl)OCCCO3)cc1	-54%	7%	4.5%	-25%	1.8	62	13%	-3.3%	0.3%	-2%

2 compounds picked at random from the list so far:
SMILES	NOD1 inhibition	GPR55 antagonists	K1F lysis inhibition	KOR beta-arrestin-1	NTR1 agonist	NTR1 agonist cell count 20 µM	Rac1 GTP hydrolysis	KOR beta-arrestin-2	GPR55 activation	GPR35 arrestin U2OS
O=C(CNC(=O)c1cccc(OC(F)F)c1)OCC(=O)c1ccccc1	-16%	10%	0.5%	29%	1.8	53	6%	-5.1%	-0.4%	-13%
COc1ccc(C(=O)Nc2cc3c(cc2Cl)OCCCO3)cc1	-54%	7%	4.5%	-25%	1.8	62	13%	-3.3%	0.3%	-2%

Further compounds follow:
SMILES	NOD1 inhibition	GPR55 antagonists	K1F lysis inhibition	KOR beta-arrestin-1	NTR1 agonist	NTR1 agonist cell count 20 µM	Rac1 GTP hydrolysis	KOR beta-arrestin-2	GPR55 activation	GPR35 arrestin U2OS
COc1ccc(-c2cc(C)no2)cc1S(=O)(=O)N1CCCN(Cc2ccc(F)cc2)C1	-18%	-1%	0.5%	-11%	0.9	53	11%	-1.3%	-0.1%	-2%
CCCn1cc(S(=O)(=O)c2ccc(C)cc2)c(=O)c2cc(OC)c(OC)cc21	-12%	10%	-0.2%	-27%	1.7	69	4%	-3.4%	0.6%	-20%
COc1ccc(COc2cc(-c3cccc(OC)c3)nc3ccc(NC(=O)c4ccc(Cl)cc4)cc23)cc1	-6%	12%	1.3%	-25%	-0.4	66	1%	2.9%	-0.2%	6%
O=C(O)c1cc([N+](=O)[O-])ccc1NCc1cccnc1	-13%	-7%	0.1%	-31%[20 µM]	-0.6	64	3%	-0.3%	0.1%	-6%
COc1ccc(OC)c2sc(NC(=O)c3ccc(S(=O)(=O)N(C)C)cc3)nc12	-12%	1%	-0.8%	0%	4.6	77	-2%	3.6%	-0.1%	-19%
CCOc1ccccc1N1CCN(Cc2cc3c(cc2[N+](=O)[O-])OCO3)CC1	-19%	1%	-1.1%	-20%[20 µM]	-0.1	62	6%	-1.8%	-0.2%	0%
Cc1cccc(OCC(O)CN2C(C)(C)CC(O)CC2(C)C)c1 (stereo not drawn)	4%	0%	-0.2%	0%	-1.4	61	4%	-4.5%	-0.4%	-11%
Cc1ccc(C(c2nnnn2CS(=O)(=O)c2ccc(C)cc2)N2CCCC2)cc1 (stereo not drawn)	22%	2%	-0.2%	-32%	-0.2	44	6%	3.3%	-0.1%	-6%
O=C(CSc1nc2ccccc2n1Cc1ccccc1)N/N=C/c1ccccc1C(=O)O	3%	9%	1.6%[50 µM]	-1%	0.1	65	13%	0.8%	-0.1%	-3%
CC1C(=O)C(C)C(c2ccco2)NC1c1ccco1 (stereo not drawn)	20%	-4%	1.8%	-95%	0.2	52	6%	-2.2%	-0.1%	4%
Cc1ccc(S(=O)(=O)NC(C)(C)CSc2nncn2N)cc1	-26%	4%	5.6%	-12%	-1.5	52	1%	-0.8%	-0.4%	0%
Cc1cc(=O)oc2cc(OC(C)C(=O)NCC3CCC(C(=O)O)CC3)c(Cl)cc12 (stereo not drawn)	-8%	9%	-2.7%	-8%[20 µM]	1.5	94	-4%	-3.1%	-0.1%	-16%
CC(C)CN(C(=O)COC(=O)c1ccc(-c2ccccc2)cc1)C1CCS(=O)(=O)C1 (stereo not drawn)	-34%	16%	0.6%	-4%	0.9	60	2%	-2.6%	-0.2%	-11%
CCOc1c(Cl)cc(CNc2ccc(N3CCCC3)cc2)cc1OC	-27%	-11%	0.0%	-167%[20 µM]	·	·	37%	-3.1%	-0.1%	-22%
CCCCn1nnnc1SCC(=O)Nc1ccc(C)cc1	-16%	-1%	-2.7%	16%	1.4	53	7%	6.7%	0.7%	9%
CCOc1ccc(NC(=O)C2=C(C)C(=O)OC23CCC(C)CC3)cc1 (stereo not drawn)	0%	2%	-2.2%	12%	6.2	60	-4%	0.4%	-0.1%	20%
CCn1cc(CNC(=O)CC2C(=O)NCCN2CC(c2ccccc2)c2ccccc2)cn1 (stereo not drawn)	-27%	-2%	-0.1%	-2%	1.0	45	6%	6.5%	0.0%	4%
CS(=O)(=O)c1cnc2c(-c3ccsc3)cnn2c1N	-38%	-10%	0.2%	-53%[20 µM]	-0.9	56	0%	4.4%	-0.1%	-2%
